Compound activity as filed in PubChem BioAssay.
SSB-PriA inh: K. pneumoniae PriA-SSBct interaction inhibition. AlphaScreen SSBct-PriA binding, biotinylated peptide. inhibition, % at 33 µM. 430,000 tested, 0.6% active; in the data active = inhibition mostly above about 37%, no sharp cut-off; inactive = mostly below about 20%;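 note: plate controls were negative control peptide for no effect and reference peptide for full effect; strong numbers were not always called active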
MazF activator: increases E. coli MazEF RNase cleavage of RNA. FAM/BHQ RNA-DNA oligo cleavage fluorescence, 5 h. activation, % at 20 µM. P0AE70. 350,000 tested, 0.32% active; in the data active = activation above about 50%
DUSP3 inh: inhibitors of human VHR1 phosphatase (DUSP3); AID 1654; inhibition, % at 13.3 µM; 290,000 tested, 0.52% active; P51452; recombinant VHR phosphatase, pNPP absorbance; in the data active = inhibition above about 50%; note: some compounds called inactive have numbers as strong as hits
Target sequence (P51452 whole entry, looked up): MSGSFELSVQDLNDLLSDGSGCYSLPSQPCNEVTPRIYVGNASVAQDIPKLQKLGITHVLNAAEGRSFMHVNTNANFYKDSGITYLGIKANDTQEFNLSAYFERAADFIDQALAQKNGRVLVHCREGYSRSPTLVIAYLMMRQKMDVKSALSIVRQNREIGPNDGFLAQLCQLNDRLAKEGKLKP
UGM FP inh: blocks M. tuberculosis UGM enzyme; P9WIQ1; inhibition, % at 10 µM; purified UGM, fluorescence polarization probe displacement; AID 504406; 320,000 tested, 0.06% active; in the data active = inhibition above about 10%, passing the limit was not always enough
Target sequence (P9WIQ1 whole entry, looked up): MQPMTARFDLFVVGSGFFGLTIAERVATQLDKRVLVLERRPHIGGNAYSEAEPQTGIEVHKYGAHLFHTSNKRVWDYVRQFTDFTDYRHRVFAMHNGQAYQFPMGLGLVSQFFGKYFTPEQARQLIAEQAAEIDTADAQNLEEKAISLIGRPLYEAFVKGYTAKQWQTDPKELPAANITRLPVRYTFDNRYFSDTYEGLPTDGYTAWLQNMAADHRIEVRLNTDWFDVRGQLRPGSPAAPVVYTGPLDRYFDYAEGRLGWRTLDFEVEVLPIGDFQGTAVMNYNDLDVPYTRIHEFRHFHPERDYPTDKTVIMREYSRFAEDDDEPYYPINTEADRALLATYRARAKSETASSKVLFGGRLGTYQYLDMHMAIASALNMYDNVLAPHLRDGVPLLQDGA
Mtb FBA inh: Mtb fructose-bisphosphate aldolase inhibition. purified M. tuberculosis FBA, fluorescence read-out. inhibition, % at 1 µM. 360,000 tested, 2.3% active. AID 588726; in the data active = inhibition above about 27%;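 note: 0% = vehicle and 100% = reference inhibitor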
Rv3671c inh: Rv3671c (M. tuberculosis) protease inhibition. P9WHR9. inhibition, % at 5.96 µM. 320,000 tested, 0.048% active. AID 2606; in the data active = inhibition above about 38%;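 note: extracellular domain of Rv3671c used as enzyme; 0% = enzyme with DMSO and 100% = no enzyme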
Target sequence (P9WHR9 whole entry, looked up, the tested form may be a part): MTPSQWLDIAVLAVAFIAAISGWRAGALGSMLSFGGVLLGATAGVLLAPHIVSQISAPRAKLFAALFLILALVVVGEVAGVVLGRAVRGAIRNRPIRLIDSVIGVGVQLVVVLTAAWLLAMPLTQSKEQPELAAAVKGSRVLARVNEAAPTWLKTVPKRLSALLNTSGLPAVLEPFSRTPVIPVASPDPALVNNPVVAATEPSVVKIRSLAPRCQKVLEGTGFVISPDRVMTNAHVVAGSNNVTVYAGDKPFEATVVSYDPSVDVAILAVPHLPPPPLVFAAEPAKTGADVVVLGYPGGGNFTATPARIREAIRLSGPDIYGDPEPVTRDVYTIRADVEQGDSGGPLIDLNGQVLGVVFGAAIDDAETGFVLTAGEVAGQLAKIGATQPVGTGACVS
BH1578 lux ind: induces V. cholerae light production without autoinducers | V. cholerae BH1578 lux reporter, luminescence, 6 h | activation, % at 18.7 µM | AID 588436 | 350,000 tested, 0.16% active; in the data active = activation mostly above about 9.7%, no sharp cut-off; note: not every result past the cut was called active; inactives centre near 0; reference of the scale not given here
SARS 3CLpro inh: SARS-CoV 3CLpro protease inhibition | P0C6X7 | recombinant SARS-CoV 3CLpro, quenched FRET peptide cleavage | inhibition, % at 6 µM | 290,000 tested, 0.14% active | AID 1706; in the data active = inhibition above about 12%
GDH-TPI counter: GDH-TPI coupled enzyme inhibition counter-screen; inhibition, % at 4.8 µM; 360,000 tested, 1.2% active; GDH-TPI coupled enzyme counterscreen, NADH absorbance; AID 588335; in the data active = inhibition above about 30%;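 note: 0% = DMSO wells and 100% = wells lacking the enzyme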
BioA inh: inhibitors of Mycobacterium tuberculosis BioA enzyme; 360,000 tested, 0.096% active; purified M. tuberculosis BioA enzyme, plate reader; inhibition, % at 9.99 µM; in the data active = inhibition above about 40%
The depositor's hits bear a star; i = inactive; . = no result given; & = joins results of further samples.

Results follow in this order: SSB-PriA inh	MazF activator	DUSP3 inh	UGM FP inh	Mtb FBA inh	Rv3671c inh	BH1578 lux ind	SARS 3CLpro inh	GDH-TPI counter	BioA inh
> O=c1cc(C(F)(F)F)[nH]c2c(OC(F)(F)F)cccc12
    -4	3	-11	2.6	13	-7	0.6	8	7	.
> COC(=O)[C@]1(Cc2ccccc2)N[C@H](c2ccc(-c3ccc(OC)cc3)cc2)[C@@H]2C(=O)N(C)C(=O)[C@@H]21
    -6	-3	.	-0.5	3	-4	i	.	-1	-2.8
> O=C(NNC(=S)NCc1ccccc1)c1ccc(OC(F)F)cc1
    1	-2	5	-2.5	2	-12	-0.4	-1	11	-0.9
> CCOC(=O)c1sc(=S)n(-c2ccccc2OC)c1N
    -4	5	-20	0.2	-3	-3	i	-3	15	.
> O=C(NCc1ccccn1)C1CCN(S(=O)(=O)c2ccccc2C(F)(F)F)CC1
    4	5	.	.	0	.	-1.8	.	4	-0.8
> COc1cc(N(C)C)c([N+](=O)[O-])cc1C(=O)N1CCN(Cc2ccccc2)CC1
    -3	6	4	0.6	-8	-10	-0.2	-1	-3	3.1
> O=C(O)C1CC(=O)N(c2ccc(OCc3c(F)cccc3Cl)cc2)C1 (centres undefined)
    -3	-1	-4	-1.9	-1	2	i	-4	-2	-1.0
> COC(=O)c1ccccc1NC(=O)Nc1ncccc1C
    1	7	5	1.2	6	-4	i	-2	9	.
> Cc1nc2ccccn2c1/C(O)=C1\C(=O)C(=O)N(CCCn2ccnc2)C1c1ccncc1 (centres undefined)
    .	-4	32	2.2	6	-1	-1.4	1	9	-0.1
> Cc1nnc(NC(=O)c2ccccc2Br)s1
    3	-3	6	-0.5	-3	-2	i	2	-2	0.2
> CCCCc1cc(=O)oc2cc(OCC(=O)Nc3ccccn3)ccc12
    3	18	1	-2.2	46*	10	-0.2	4	-5	-1.2
> COC(=O)c1cc(NC(=O)c2cc(-c3ccc(OC)cc3)oc2C(F)(F)F)ccc1N1CCOCC1
    0	5	25	-1.0	0	-11	i	5	6	.
> CC1(C)CC(=O)C=C(C#CC2(O)CCCCC2)C1
    .	6	.	.	3	.	i	.	4	1.6
> CC1CCC(NS(=O)(=O)c2ccc(Cl)s2)CC1 (centres undefined)
    -19	4	.	.	1	.	i	.	1	2.3
> COC(=O)c1cnc(Oc2ccc(NC(=O)NC(=O)c3c(F)cccc3F)cc2)cc1C(F)(F)F
    -7	-3	25	3.3	-2	3	-0.7	2	-1	.
> Cc1c(NC(=O)C(C)OC(=O)c2cccnc2)c(=O)n(-c2ccccc2)n1C (centres undefined)
    -12	-1	10	1.3	0	-10	-0.3	1	9	-1.2
> Cc1ccc(OCCN2C(=O)NC3(CCc4ccccc4C3)C2=O)cc1 (centres undefined)
    -5	-1	-11	-1.4	-3	-11	-0.2	-2	7	.
> CN(C)C(=O)c1c(NC(=O)c2ccccc2)sc2c1CCC2
    1	1	21	-0.2	0	-4	-0.3	-6	8	-1.2
> O=C(NCCC(=O)N(Cc1ccco1)Cc1cccs1)c1ccccc1Cl
    -6	-2	.	-2.3	-1	-8	-0.3	.	2	2.2
> COc1ccc(Cl)c(-c2cc(C(=O)NCc3ccc(C(F)(F)F)cc3)[nH]n2)c1
    .	.	.	.	-1	.	-0.7	.	-4	-0.1
> C#CCNc1cc(-c2ccccc2)nc2ncnn12
    -12	3	0	2.3	4	-7	0.9	3	-3	.
> COc1ccccc1/C=C/C(=O)NCC(=O)N1CCC(N(C)C2CCCC2)CC1
    -12	4	-10	-1.2	6	0	i	4	12	.
> CCOC(=O)c1sc2nc(CC(=O)OC)nc(NCC(=O)OC)c2c1C
    -13	1	-11	1.0	126*	-9	-0.4	4	14	2.7
> CCOC(=O)c1nn(-c2ccccc2)c(=O)cc1OCC(=O)Nc1cc(C)ccc1OC
    -13	-9	.	.	-1	8	-2.3	.	2	-2.1
> COc1cc(C2C(C(=O)c3cc4ccccc4o3)=C(O)C(=O)N2CCN2CCOCC2)ccc1OCCC(C)C (centres undefined)
    2	-1	13	.	1	.	-0.3	6	7	0.0
> CCN(C(=O)c1ccc2c(=O)n3c(nc2c1)CCCCC3)c1ccccc1C
    -2	6	31	-1.7	1	3	i	0	6	-0.5
> CC(C)(C)n1nnnc1C(c1cccs1)N1CCCc2ccccc21 (centres undefined)
    -13	-5	14	4.2	1	3	i	-3	3	-0.6
> CC(C)(C)c1ccc(C(O)c2ncc(-c3ccc(F)cc3)[nH]2)cc1 (centres undefined)
    .	.	.	.	1	.	-0.9	.	9	-0.7
> CCOc1cc(CNc2ccc(S(N)(=O)=O)cc2)cc(Cl)c1OC
    -7	4	5	-2.8	0	0	i	4	5	.
> Cc1cc(C)cc(C(O)c2ncc(-c3ccccc3C(F)(F)F)[nH]2)c1 (centres undefined)
    .	.	.	.	-1	.	i	.	-7	1.3
> CCOC(=O)Cc1csc(NC(=O)/C=C\c2ccccc2Cl)n1
    -1	7	34	-0.4	3	-19	0.0	2	10	.
> Cc1sc2nc(C(C)C)nc(SCC(=O)N3CCOCC3)c2c1C
    -17	8	12	2.7	-1	0	i	1	-1	.
> C=CCn1c(-c2csc3c2CCC(C)C3)n[nH]c1=S (centres undefined)
    -2	-8	-4	0.1	-1	-5	-0.4	6	2	.
> Cc1cnc(C)c(Nc2nc(C(N)CCc3ccccc3)cs2)n1 (centres undefined)
    .	.	.	.	-3	.	4.0	.	1	11
> Cn1c(=O)n(C)c2cc(/C=N/NC(=O)c3ccc(Cl)cc3Cl)ccc21
    .	3	30	1.6	4	2	i	-2	23	4.7
> CSCC[C@H](NC(=O)OC(C)(C)C)C(=O)N/N=C/c1cc2ccc(C)cc2nc1Cl
    .	2	13	-0.1	2	-4	-0.3	0	15	.
> CC(C)(C)NCCOc1ccc2ccccc2c1
    -8	7	-3	-2.8	-4	7	-0.3	1	-4	.
> COc1ccccc1OCCCCN1CCCCC1
    -9	7	51*	3.5	0	-6	-0.4	-8	4	-1.1
> Cc1ccc(NC(N)=S)cc1C
    -3	6	-14	-1.3	1	-5	-0.3	2	3	0.3
> Cc1cc(C)nc(NS(=O)(=O)c2ccc(NC(=O)c3cc4c(=O)n5cccc(C)c5nc4n3C)cc2)n1
    2	-16	1	0.9	10	-25	1.8	-2	13	0.1
> CC1=NN(c2ccccc2)C(=O)/C1=C/c1cccs1
    1	8	2	0.8	1	-177	-0.3	-2	16	.
> O=C(COc1ncnc2sccc12)Nc1cccc(S(=O)(=O)N2CCCC2)c1
    -1	0	-24	-2.2	1	-13	-0.3	3	4	4.1
> COc1ccccc1N(C)S(=O)(=O)c1ccc(C(=O)OCC(=O)N(C)c2ccccc2)cc1
    -9	18	22	3.2	4	4	0.4	2	-4	-0.3
> CN1OC[C@@H]2CN[C@H](c3ccccc3Br)C[C@@H]21
    -10	0	.	.	2	.	-0.2	.	-3	-1.1
> Cc1ccc(NC(=O)CCC(=O)OCC(=O)c2ccc(Oc3ccc([N+](=O)[O-])cc3)cc2)cc1C
    -7	11	-1	0.0	-5	1	-0.7	-3	10	.
> CC(C(=O)OCC(=O)N1CCCCC1)N1C(=O)c2ccccc2C1=O (centres undefined)
    -6	0	.	-1.0	-2	7	-1.9	.	5	0.1
> Cc1c(C(=O)OCC(=O)NCc2ccco2)oc2ccccc12
    1	1	.	-2.3	0	-9	0.1	.	4	-1.4
> COC(=O)c1ccccc1NC(=O)c1ccc(COc2cc(C)cc(C)c2)o1
    -5	-2	-4	0.6	-1	-3	-4.0	-2	8	3.3
> COc1cc(C(=O)NCCC(=O)NCc2cccs2)cc(OC)c1OC
    .	-7	.	.	-1	.	i	.	0	0.9
> O=C(N/C(=C/c1ccc([N+](=O)[O-])cc1)C(=O)N1CCCC1)c1ccccc1
    -4	10	-11	0.1	-3	2	-16	2	16	-0.7
> COc1ccc(O)c(/C=N/Nc2nc(C)cc(-c3ccccc3)n2)c1
    .	-5	.	-1.5	0	10	7.1	.	15	-0.8
> O=C(CN1CCN(Cc2ccccc2)CC1)Nc1ccc(F)c(F)c1
    -1	-1	-8	1.7	2	.	0.5	-1	-10	5.0
> O=C(Nc1cc(Cl)ccc1Oc1ccccc1)C1=COCCO1
    -50	-7	.	3.4	4	-9	i	.	15	.
> Nc1nonc1-n1nnc(C(=O)N/N=C/c2ccncc2)c1CSc1ccc(Cl)cc1
    .	29	20	1.1	5	-14	0.9	1	17	-4.0
> CCC(=O)c1ccc(OCC(=O)NCC2COc3ccccc3O2)cc1 (centres undefined)
    -10	6	.	-1.1	0	-4	2.9	.	0	3.7
> Brc1ccc(/C=N/Nc2nc3ccccc3o2)cc1
    .	2	11	2.3	5	4	1.7	0	-3	1.5
> CCNC(=S)Nn1cnc2ccccc21
    -11	7	-7	1.0	9	2	i	0	5	-0.3
> COc1cc(/C=N/NC(=O)CSCc2ccc([N+](=O)[O-])cc2)cc(OC)c1OC
    .	-2	-10	-1.9	-9	-7	3.7	7	-3	-0.5
> CCOP(=O)(OCC)C1NC(=O)N(c2ccccc2)C1=O (centres undefined)
    -2	3	.	0.5	-1	1	-1.0	0	-3	1.0
> CC(=O)c1ccc(NC(=O)CSC2=NS(=O)(=O)c3cc(Cl)ccc3N2)cc1
    -21	-8	.	.	-3	-9	-2.3	.	3	-1.2

Going on with the list:
Results follow in this order: SSB-PriA inh	MazF activator	DUSP3 inh	UGM FP inh	Mtb FBA inh	Rv3671c inh	BH1578 lux ind	SARS 3CLpro inh	GDH-TPI counter	BioA inh
> O=C(Cn1ncc2c3ccccc3n(Cc3ccccc3)c2c1=O)NC1CCCC1
    2	2	1	0.7	-2	8	i	-3	-6	-2.0
> O=C(NCc1cnn(-c2ccccc2)c1)C1CCC(=O)N(C2CC2)C1 (centres undefined)
    -9	2	-13	-4.6	3	7	3.4	-4	-3	0.9
> CCOC(=O)C1=C(CC)OC(N)=C(C#N)C1c1ccsc1 (centres undefined)
    -7	4	-5	0.6	-2	-8	i	0	0	-1.9
> CC(C)NC(=O)c1nc2ccccc2s1
    -22	-1	-1	-3.1	2	0	i	1	4	-1.3
> Cc1ccc(NC2=C(Cl)C(=O)OC2OC(=O)c2ccc(C)cc2)cc1 (centres undefined)
    -14	4	-10	-0.3	1	0	i	5	4	.
> Cc1c(OCC(=O)NCCCN2CCCC2=O)ccc2c3c(c(=O)oc12)CCCC3
    -11	-3	6	0.4	29*	3	-0.1	-2	21	-0.3
> CCN(CC)C(=S)SCC(=O)Nc1nc(-c2ccccc2)c(-c2ccccc2)o1
    -15	-1	-6	-1.1	3	-28	-0.2	10	13	.
> Cc1c(C(=O)NCCC2=CCCCC2)cccc1[N+](=O)[O-]
    10	9	13	-2.3	1	8	.	2	-3	0.2
> CCCn1c(-c2nonc2N)nc2ccccc21
    -9	-1	13	-0.1	-2	-7	-2.2	-1	9	2.1
> Cc1cccc(N2C(=O)CCC2=O)c1
    4&-29	-1	4	6.9	-1	-13	i	-1	7	1.0
> CCCCOc1ccc(CSC(=N)N)cc1[N+](=O)[O-]
    -14	14	-7	0.7	-3	-10	-2.8	-1	-1	.

Three compounds from above, ordered by count of non-hydrogen atoms, descending:
Results follow in this order: SSB-PriA inh	MazF activator	DUSP3 inh	UGM FP inh	Mtb FBA inh	Rv3671c inh	BH1578 lux ind	SARS 3CLpro inh	GDH-TPI counter	BioA inh
> O=C(Cn1ncc2c3ccccc3n(Cc3ccccc3)c2c1=O)NC1CCCC1
    2	2	1	0.7	-2	8	i	-3	-6	-2.0
> Cc1ccc(NC2=C(Cl)C(=O)OC2OC(=O)c2ccc(C)cc2)cc1 (centres undefined)
    -14	4	-10	-0.3	1	0	i	5	4	.
> Cc1c(C(=O)NCCC2=CCCCC2)cccc1[N+](=O)[O-]
    10	9	13	-2.3	1	8	.	2	-3	0.2

Compound profiles, as listed above. Screens in order: SSB-PriA inh, MazF activator, DUSP3 inh, UGM FP inh, Mtb FBA inh, Rv3671c inh, BH1578 lux ind, SARS 3CLpro inh, GDH-TPI counter, BioA inh
Cc1cccc(N2C(=O)CCC2=O)c1 across the screens: 4&-29, -1, 4, 6.9, -1, -13, i, -1, 7, 1.0
CCCCOc1ccc(CSC(=N)N)cc1[N+](=O)[O-] across the screens: -14, 14, -7, 0.7, -3, -10, -2.8, -1, -1, .

Only part of the results is shown. The share of hits here may be higher or lower than overall.
